mcGAS RapidFire: inhibitors of mouse cGAS. inhibition, % at 12.5 µM. Q8C6L5. recombinant mouse cGAS, cGAMP by RapidFire MS. AID 1259397. 130,000 tested, 0.18% active;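 active = inhibition of cGAS enzyme activity at or above 60%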;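 also: enzyme stimulated by 45 bp dsDNA with ATP and GTP substrates; cGAMP share of summed cGAMP plus half ATP and half GTP signals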
Target sequence (Q8C6L5 whole entry, looked up): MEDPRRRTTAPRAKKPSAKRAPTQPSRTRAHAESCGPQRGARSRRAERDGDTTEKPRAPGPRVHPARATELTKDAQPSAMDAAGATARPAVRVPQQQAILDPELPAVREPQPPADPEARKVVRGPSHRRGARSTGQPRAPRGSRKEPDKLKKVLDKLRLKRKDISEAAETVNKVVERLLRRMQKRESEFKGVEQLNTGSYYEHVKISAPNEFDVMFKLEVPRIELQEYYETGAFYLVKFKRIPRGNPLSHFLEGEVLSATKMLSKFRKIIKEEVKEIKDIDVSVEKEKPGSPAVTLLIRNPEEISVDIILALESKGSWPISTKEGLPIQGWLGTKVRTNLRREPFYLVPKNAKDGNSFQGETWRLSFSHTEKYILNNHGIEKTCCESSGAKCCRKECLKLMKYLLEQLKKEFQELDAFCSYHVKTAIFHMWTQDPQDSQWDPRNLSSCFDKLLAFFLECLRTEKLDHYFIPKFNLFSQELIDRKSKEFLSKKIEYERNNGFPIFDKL
Active calls of the source: *; & = joins results of further samples. Not all compounds are listed (hit frequency here may not be typical).

SMILES	mcGAS RapidFire
Clc1ccc(C2=NN=C3COc4ccccc4N3C2)cc1	-7
CCOC(=O)N1CCc2c(sc(NC(=O)/C=C/c3ccccc3)c2C(N)=O)C1	-3
COc1cccc(Oc2cc(Cl)ncn2)c1	-3
O=C(C1CCS(=O)(=O)CC1)N1CC[C@@H](c2ccc3c(c2)OCO3)[C@H](O)C1	-10
Cc1noc(C)c1N(C)C(=O)c1cc(Cl)c(Cl)[nH]1	-7
CN(CC1CC(=O)N(C2CCCC2)C1)C(=O)C(C)(C)n1cccc1 (centres undefined)	-14
O=C(Nc1ccc2c(c1)CN(C(=O)CC1=CCCCC1)CC2)C1CCCO1 (centres undefined)	-1
CCN1CCN(c2c(CNCCCOC)c(C)nn2-c2ccccc2)CC1	-8
C1CCC(CCOCC2CCNCC2)CC1	-10
Nc1ccc([N+](=O)[O-])c(OC(F)F)c1	-14
CCC(C)(C#N)NC(=O)c1ccc(S(C)(=O)=O)cc1 (centres undefined)	-6
CC(C)C(=O)N1CCC(NS(=O)(=O)N(C)C)CC1	-8
CCSC1CCC(NC(=O)N[C@H]2c3ccccc3C[C@H]2O)C1 (some centres undefined)	-19
Cc1cc(C)n(CC(C)NC(=O)c2cc3c(cc2O)CCCC3)n1 (centres undefined)	-18
O=C(O)CCCn1c(=S)[nH]c2cc3c(cc2c1=O)OCO3	-6
Cc1cc2sc(NC(=O)COCC(F)(F)F)nc2s1	-8
Cc1cc(N(C)Cc2snnc2C)nc(-c2cccnc2)n1	-23
CN(CC1CCCCC1)C(=O)c1cn(-c2cccc(Br)c2)nn1	-5
N#CCC(=O)N1N=C(c2ccccc2)CC1(O)C(F)(F)F (centres undefined)	3
O=C(Nc1nncs1)C(c1ccccc1)c1ccccc1	-3
CCC(=O)Nc1nc(-c2cc(OC)ccc2OC)cs1	-2
CC(C1CC1)N(C)C(=O)c1cc2ccccc2cc1O (centres undefined)	-1
CC1CN(S(=O)(=O)c2csc(-c3ccc(Br)cc3)n2)CCO1 (centres undefined)	-49
COCC(=O)Nn1cnc2c(cnn2-c2ccc(C)cc2)c1=O	0
Cc1c(CCO)sc[n+]1CCc1ccccc1	3
Cc1nc(C)c(-c2csc(NCc3ccco3)n2)s1	-9
CCOc1cc(Cl)c(S(=O)(=O)NCCCN(C)C)cc1Cl	3
Cc1cc(C(=O)NNC(=O)CNC(=O)C23CC4CC(CC(C4)C2)C3)c(C)o1	-25
COc1ccccc1/C=C/c1nn2c(C(F)(F)F)nnc2s1	-3
CCN(Cc1noc(C(C)(C)C)n1)Cc1ccc(C#N)cc1F	-1
CCO[C@H]1COC[C@@H]1NC(=O)c1occc1C	-4
Cc1cc(NC(=O)Cn2cnc3scc(-c4ccc(C)s4)c3c2=O)no1	-3
CC1=C(C(=O)Nc2[nH]nc3c2c(C)nn3C)Cc2ccccc2O1	12
Cc1cc(C(=O)N2CCC3(CCNC3=O)CC2)nn1-c1ccccc1	2
O=C(NCCc1ccccc1)C(C1CCCC1)N1CCN(C(=O)COCc2ccccc2)CC1 (centres undefined)	-1
Cc1cn2c3c(=O)n(Cc4cccc5ccccc45)c(=O)n(C)c3nc2n1CC1CCCO1 (centres undefined)	-7
CC1NC(=O)N(c2ccc(Cl)c(Cl)c2)OC1=O (centres undefined)	-7
O=C(O)c1ccc(CN2CCc3cc(-n4cccn4)cnc32)cc1	-2
CC(C)NC(=O)[C@@H]1C[C@H](N)CN1Cc1nc(C(C)C)cs1	-6
COc1ccc(Nc2cc(C)nc(NCCNC(=O)c3ccco3)n2)cc1	-6
CCOC(=O)c1sc(NC(=O)CN2C(=O)c3ccccc3C2=O)c(C(=O)OCC)c1C	29
Nc1nc(COc2cccc3cccnc23)nc(Nc2ccccc2)n1	-27
CN(Cc1cc(-c2ccncc2)no1)C(=O)c1cc(-c2cccn2C)n[nH]1	-15
CN(C)S(=O)(=O)c1cccc(C(=O)N2CCCCC2C(=O)Nc2ccc(Cl)c(Cl)c2)c1 (centres undefined)	13
C=C(Cl)Cn1c(=O)c(CNC2CCOC(C)(C)C2)cc2cc(OC)c(OC)cc21 (centres undefined)	-9
CCCCCCn1c(SCC(=O)c2ccccc2)nc2c1c(=O)[nH]c(=O)n2C	-4
Cc1cccc(OCc2nc(-c3ccccn3)n[nH]2)c1	-4
CC(C)Cn1c(=O)c2c(nc3n2CCCN3c2ccccc2)n(C)c1=O	-2
CC(C(=O)NCc1ccccc1)S(=O)(=O)Cc1ccccc1C(F)(F)F (centres undefined)	10
O=C1Nc2ccccc2C12CCCN(c1nnnn1-c1ccccc1)C2 (centres undefined)	-26
Further structures follow:
SMILES	mcGAS RapidFire
CCN(Cc1cccc(F)c1)C(=O)c1ccc(N2CCCS2(=O)=O)cc1	-1
CCOc1ccc(Oc2cc(CNc3cn[nH]c(=O)c3Cl)ccn2)cc1	-5
N#Cc1ccc(NCc2nc(-c3ccco3)n[nH]2)nc1	0
COc1cc(C=CC(=O)N2CCN(Cc3nc4ccccc4s3)CC2)cc(OC)c1	-11
Cc1cc(Nc2ccc(Nc3ccccc3)cc2)ncn1	-14
Nc1cnn(CCN2CCCCC2)c1	-1
Cc1cc(C)cc(N2CCC(N3C[C@H](O)[C@@H](N4CCN(C)CC4)C3)CC2)c1	-8
CCOc1ccc(C(=O)N2CCC3(CCNC(=O)CC3)CC2)cc1OCC	-29
O=C(NCCOc1cc(N2CCCCC2)ncn1)C1CC1	0
CC(C)Cc1cc(Cn2cc3ncccc3c2O)on1	-25
Cc1nn(C)c(C)c1CN(C(=O)c1cc(COc2ccccc2F)[nH]n1)C1CC1	-8
COc1ccccc1OCc1cc(C(=O)N(C)Cc2cc(C)no2)n[nH]1	-16
O=C(CC1CCS(=O)(=O)C1)N1CCCC1c1noc(C2CC2)n1 (centres undefined)	-25
CC(C)CC(C(=O)O)N1C(=O)C2CC=C(Cl)CC2C1=O (centres undefined)	-9
COc1ccc(C2c3cccn3CCCN2Cc2cccc(Cl)c2)cc1O (centres undefined)	-4
CCCn1ncc(C(=O)N(CC)Cc2noc(C)n2)c1C	-11
CC(C)C(NS(=O)(=O)c1ccc2c(c1)OCCO2)C(=O)N(C)Cc1c(Cl)nc2sccn12 (centres undefined)	-5
CC(=O)c1c(C)[nH]c(C(=O)NCc2cccc(OC(F)F)c2)c1C	-9
Nc1cc(Br)cnc1N	4&12
CN(C)c1ncnc(N2CCC(O)CC2)c1N	-7
Cc1ccc(/C=C2N=C(/C=C/c3cccc(Cl)c3Cl)OC\2=O)o1	0
Cc1ccc(-c2cn3cccnc3n2)cc1NC(=O)CC(C)(C)C	6
O=C(Nc1ccc2c(c1)CCC2)C1CCCN1C(=O)c1cccs1 (centres undefined)	-4
CCc1cc(CN(C)c2nccc(-c3ccc(C)nc3C)n2)on1	-6
Cc1cc(C)c(S(=O)(=O)N=C2C=CC(=O)C=C2)cc1C	0
Cc1cc(C)c(CNC(=O)Cc2ccc3ccccc3c2)c(=O)[nH]1	-6
Cn1cc(-c2csc(C(C)(O)c3cccc(F)c3)n2)cn1 (centres undefined)	7
Cc1noc(C)c1C(=O)N1CCC1(C)C(=O)NS(=O)(=O)c1ccc(Br)cc1 (centres undefined)	-9
Cc1cc(C(=O)NCCN2CCOC2=O)nc(C)n1	-4
CC(C)c1nccc(CN(C)C(C)C(=O)N(C)C)n1 (centres undefined)	-1
OC(OCc1ccc(C(O)(C(F)(F)F)C(F)(F)F)o1)(C(F)(F)F)C(F)(F)F	-3
CCn1c(C2CCNCC2)nn(Cc2nccc(OC)c2OC)c1=O	-9
Cc1cc(C)c(NC(=O)CCc2ccccc2Cl)c(C)n1	-2
O=C(c1cccc(C(=O)N2CCCc3cc(Cl)cc(Cl)c32)n1)N1CCCC1	-7
COc1ccc(NC(=O)c2sccc2OC)c(C)n1	-5
CCCCN(CCO)C(=O)c1ccc(F)c(C(F)(F)F)c1	-6
NS(=O)(=O)c1ccc(O)c([N+](=O)[O-])c1	-13
Cc1[nH]c(=S)c(C#N)c(C)c1C	-17
CNC(=O)c1nnc2n1C(c1ccccc1)CN(Cc1cccn1-c1ncccn1)C2 (centres undefined)	-1
COc1ccc(S(=O)(=O)N2CCCC2c2nc3cc(-c4ccccc4)ccc3o2)cc1 (centres undefined)	-7
CCSC[C@H](N)C(=O)N[C@H]1C[C@H]2C(=O)N(C)CC(=O)N2C1	-14
CN1CCOc2cc(C(=O)N3CCN(C)C(C(=O)O)C3)ccc21 (centres undefined)	1
CCC(O)=C1C(=O)CC(C)(C)CC1=Nc1ccccc1C	-3
CC(C)(C)c1csc(NC(=O)C2CCCCC2C(=O)O)n1 (centres undefined)	-3
COc1cccc(C(C)(O)c2nc(-c3ccc(OC)nc3)cs2)c1 (centres undefined)	10
O=C(O)CCc1cccc(Oc2ccc(F)cc2)c1	-6
CC(CC#N)NC(=O)c1cc(C(F)(F)F)cc(C(F)(F)F)c1 (centres undefined)	-9
Cc1ccc(OCC2CCCN(Cc3cc(C#CCO)cs3)C2)cc1 (centres undefined)	-12
Cc1ccc(-c2nnc(Nc3cccc(O)c3)c3ccccc23)cc1S(=O)(=O)N1CCN(C)CC1	-3
COc1cc(C(=O)NC2CCc3ccccc32)ccc1OC(F)F (centres undefined)	-7
New compounds follow
SMILES	mcGAS RapidFire
Fc1cccc(OCCN2CCCC(C3OCCO3)C2)c1 (centres undefined)	-4
COC(=O)c1ccc(CNC(=O)Cc2csc(C(C)=O)c2)cc1	-18
Cc1cccc(NC(N)=Nc2nc3c(c(=O)[nH]2)CCCC3)c1	-9
OC1CCN(Cc2cc(Br)ccc2Cl)CC1	-3
COCCN1C(=O)CCC2(CCC(=O)NC2)C1=O (centres undefined)	-22
Cc1c(C(=O)N2CCCC3(CCNCC3)CC2)sc2ncn(C)c(=O)c12	-7
CC1CCc2c(sc3nc(SCC(=O)N4CCOC(C)C4)n(Cc4ccco4)c(=O)c23)C1 (centres undefined)	4
CCOC(=O)N1CCC(NC(=O)CC2C(=O)NCCN2CCC(C)C)CC1 (centres undefined)	-8
Cc1cc(C)n(CC(=O)N2CCCC(C(=O)c3ccc(Cl)cc3C)C2)n1 (centres undefined)	-10
O=C(O)C1CCCCC1C(=O)Nc1cc(OCC(F)(F)F)cc([N+](=O)[O-])c1 (centres undefined)	-31
O=C(NCc1ccccc1Cn1cncn1)C1CCCC1	-1
Cn1ncc2c(N3CCOC(c4ccccc4)C3)nc(-c3cccnc3)nc21 (centres undefined)	-10
CCn1c(C)cc(O)c(C(c2cccnc2)N2CCN(c3ccc(F)cc3)CC2)c1=O (centres undefined)	-7
Cc1ccn2cc(CNC(=O)c3nn(C)c4c3CCCC4)nc2c1	-7
CC(=O)c1cccc(NS(=O)(=O)c2cccc(F)c2)c1	-9
O=C(NCCCN1CCc2ccccc2C1)C1(c2ccc(F)cc2)CC1	-10
COc1cccc(C2=Nc3nnnn3C(c3cccc(OC)c3OC)C2)c1 (centres undefined)	-1
N#C/C(=N/Nc1ccc2[nH]c(=O)[nH]c2c1)C(=O)NCc1ccccc1	-7
CCC(=O)C1=C(c2ccc(F)cc2)N(C(=O)CC)n2c(C)nnc2S1	-8
CC(C)(O/N=C(/C(=O)N[C@@H]1C(=O)N2C(C(=O)O)=C(C[n+]3ccccc3)CS[C@H]12)c1csc(N)n1)C(=O)O	7
O=S(=O)(/C=C/c1ccccc1)NCCc1cccc2ccccc12	-14
O=[N+]([O-])c1cccc2ccc(C=Cc3ccc(Br)s3)nc12	-2
COc1ccc(C(=O)N2CCCC(OCc3cccc([N+](=O)[O-])c3)C2)cc1 (centres undefined)	-5
C[C@H](N)c1ccc(Cl)c(Cl)c1Cl	0
CCS(=O)(=O)NCC1CCN(Cc2ccc(F)c(Cl)c2)C1 (centres undefined)	-18
CCOc1ccc(-n2c(=O)[nH]c3c(C(N)=O)nc(C(CC)CC)nc32)cc1	-7
CCC(C)NC(=O)COC(=O)c1cc(C)cc(C)c1 (centres undefined)	-6
O=C(Nc1ccc(OC(F)(F)F)cc1)C(=O)Nc1ccccc1[N+](=O)[O-]	-9
NC(=O)c1cccc(CC2CCN(C(=O)C3CCS(=O)(=O)CC3)C2)c1 (centres undefined)	-13
NC(=O)Nc1cccc(NS(=O)(=O)c2ccccc2OC(F)(F)F)c1	54

Another view of some results above:
SMILES | mcGAS RapidFire
Cc1noc(C)c1C(=O)N1CCC1(C)C(=O)NS(=O)(=O)c1ccc(Br)cc1 (centres undefined) | -9
Cc1cc(C(=O)NCCN2CCOC2=O)nc(C)n1 | -4
CC(C)c1nccc(CN(C)C(C)C(=O)N(C)C)n1 (centres undefined) | -1
OC(OCc1ccc(C(O)(C(F)(F)F)C(F)(F)F)o1)(C(F)(F)F)C(F)(F)F | -3
CCn1c(C2CCNCC2)nn(Cc2nccc(OC)c2OC)c1=O | -9
Cc1cc(C)c(NC(=O)CCc2ccccc2Cl)c(C)n1 | -2
O=C(c1cccc(C(=O)N2CCCc3cc(Cl)cc(Cl)c32)n1)N1CCCC1 | -7
COc1ccc(NC(=O)c2sccc2OC)c(C)n1 | -5
CCCCN(CCO)C(=O)c1ccc(F)c(C(F)(F)F)c1 | -6
NS(=O)(=O)c1ccc(O)c([N+](=O)[O-])c1 | -13
Cc1[nH]c(=S)c(C#N)c(C)c1C | -17
CNC(=O)c1nnc2n1C(c1ccccc1)CN(Cc1cccn1-c1ncccn1)C2 (centres undefined) | -1
COc1ccc(S(=O)(=O)N2CCCC2c2nc3cc(-c4ccccc4)ccc3o2)cc1 (centres undefined) | -7
CCSC[C@H](N)C(=O)N[C@H]1C[C@H]2C(=O)N(C)CC(=O)N2C1 | -14
CN1CCOc2cc(C(=O)N3CCN(C)C(C(=O)O)C3)ccc21 (centres undefined) | 1
CCC(O)=C1C(=O)CC(C)(C)CC1=Nc1ccccc1C | -3
CC(C)(C)c1csc(NC(=O)C2CCCCC2C(=O)O)n1 (centres undefined) | -3
COc1cccc(C(C)(O)c2nc(-c3ccc(OC)nc3)cs2)c1 (centres undefined) | 10
O=C(O)CCc1cccc(Oc2ccc(F)cc2)c1 | -6
CC(CC#N)NC(=O)c1cc(C(F)(F)F)cc(C(F)(F)F)c1 (centres undefined) | -9
Cc1ccc(OCC2CCCN(Cc3cc(C#CCO)cs3)C2)cc1 (centres undefined) | -12
Cc1ccc(-c2nnc(Nc3cccc(O)c3)c3ccccc23)cc1S(=O)(=O)N1CCN(C)CC1 | -3
COc1cc(C(=O)NC2CCc3ccccc32)ccc1OC(F)F (centres undefined) | -7
Fc1cccc(OCCN2CCCC(C3OCCO3)C2)c1 (centres undefined) | -4
